Screens (PubChem BioAssay)
Yeast growth inh – growth inhibitors of yeast BB579 in restrictive medium, primary screen, yeast lifespan-shortening project, S. cerevisiae; inhibition, % at 10 µM; 0.51% of 140,000 active; OD615, 48 h;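 active = inhibition above a set limit, 3 SD over the mean compound inhibition, cut at about 44% in these data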; also: inactives centre near -24
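Assay system: S. cerevisiae DeaD strain BB579 yeast. Medium: CSMM-D restrictive synthetic medium containing dextrose (glucose). Times: 4 h cell preincubation, 48 h compound exposure, 30 °C humidified. Signal: OD615 turbidity measurement. Benchmarks: positive control amphotericin B 10 µg/mL.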
E-sel TNF inh – E-selectin induction blockers in HUVEC – imaging, immunofluorescence, high content, primary screen; HUVEC TNFa-induced E-selectin immunofluorescence; inhibition, % at 2 µM; 0.71% of 120,000 active; AID 1246, 2008;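 active = inhibition above the batch mean plus 3 SD, and confirmed as a hit on visual image review, cut at about 43% in these data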;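 also: 0% = TNF-stimulated DMSO wells and 100% = unstimulated control wells; not every result past the cut was called active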
Yeast lifespan up – compounds extending yeast replicative lifespan, primary screen, S. cerevisiae, OD615 | AID 775, 2007 | 0.68% of 130,000 active | inhibition of the nicotinamide effect, % at 10 µM | S. cerevisiae growth with nicotinamide; deaD strain in restrictive glucose medium;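 active = inhibition above a set limit, placed 3 SD over the median of all compounds, cut at about 26% in these data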;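 also: 0% = nicotinamide-treated wells and 100% = cells grown without nicotinamide; some compounds called inactive have numbers as strong as hits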
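Material: Modified budding yeast, DeaD strain | Medium: Restrictive glucose medium | Probe or stimulus: 1.5 mM nicotinamide | Dosing: Single dose 10 µM compound, 0.25% DMSO | Times: 48 h at 30 °C | Technique: OD615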
MRP1 act – H69AR viability gain despite doxorubicin, primary screen, MRP-1 activator project, H69AR cells, CellTiter-Glo; viability rescue; viability increase, % at 10 µM; 0.61% of 140,000 active;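 active = viability gain under doxorubicin at or above a set limit, the compound median plus 3 SD, cut at about 4.7% in these data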;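 also: MRP-1 overexpressing cells given doxorubicin 25 µM after compound pretreatment; 18-22 h compound pretreatment then 72 h with doxorubicin before readout; 0% = doxorubicin-only wells and 100% = vehicle-treated cells without doxorubicin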
Phagocytosis inh – inhibitors of macrophage phagocytosis, primary screen, imaging, J774A.1 cells, IgG beads; J774A.1 macrophage IgG-bead phagocytosis; 0.07% of 110,000 active; inhibition, % at 5 µM;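 active = inhibition above the mean of the plate negative controls plus 5 SD, cut at about 13% in these data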;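 also: phagocytic index as fraction of beads internalized from green versus red external bead signal; plate controls were DMSO negative control for no effect and cytochalasin-D positive control for full effect; some results beyond the cut were filed as inactive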
bCat KO growth – primary screen for growth suppressors in beta-catenin knockout HCT116 cells (colon tumor, human). AID 818, 2007. 1.5% of 140,000 active. HCT116 beta-catenin knockout viability, CellTiter-Glo, 60 h; stronger effect = lower value. viability, % at 10 µM;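 active = viability at or under a set limit, the compound median less 4 SD, cut at about 6% in these data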;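 also: 0% = Hyamine 1622 control at 20 µM and 100% = untreated cell control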
NPY Y2 blocker – NPY-Y2 receptor antagonists, primary screen, cell-based | Neuropeptide Y receptor type 2 (Homo sapiens), P49146 | NPY-Y2 expressing cells, antagonist mode | inhibition, % at 2.7 µM | 0.99% of 140,000 active | AID 793, 2007; in the data active = inhibition above about 17%;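 also: 0% = vehicle with agonist challenge and 100% = reference antagonist with challenge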
Target sequence (P49146 whole entry, looked up): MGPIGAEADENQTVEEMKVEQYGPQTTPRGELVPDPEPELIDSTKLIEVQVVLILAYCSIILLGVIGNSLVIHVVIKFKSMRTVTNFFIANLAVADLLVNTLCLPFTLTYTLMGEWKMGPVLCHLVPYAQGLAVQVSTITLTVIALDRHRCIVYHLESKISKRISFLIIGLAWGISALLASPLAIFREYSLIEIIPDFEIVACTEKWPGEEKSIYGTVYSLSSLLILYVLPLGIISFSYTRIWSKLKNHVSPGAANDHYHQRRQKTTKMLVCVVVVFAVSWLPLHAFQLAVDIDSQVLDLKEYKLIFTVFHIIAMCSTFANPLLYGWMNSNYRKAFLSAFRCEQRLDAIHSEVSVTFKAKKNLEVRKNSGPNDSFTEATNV
Measles CPE – compounds protecting cells from measles virus cytopathic effect, primary screen, measles RdRp inhibitor project, single point, MLSMR library, absorbance; Measles virus-infected cells, CPE protection; protection (pct of control), % at 4 µM; 1.5% of 140,000 active; in the data active = protection mostly above about 24%, no sharp cut-off; inactive = mostly below about 26%; also: some compounds called inactive have numbers as strong as hits
HCT116 PTEN-null – growth suppression of PTEN-null HCT116, primary screen, cell-based, CellTiter-Glo. AID 827, 2007. viability, % at 10 µM. 1.2% of 140,000 active. HCT116 PTEN-null viability, 60 h; stronger effect = lower value;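 active = viability at or below a set limit, 4 SD under the median of all tested compounds, cut at about 3.7% in these data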;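 also: PTEN knockout HCT116 line with beta catenin targeted HCT116 as companion control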
GALR2 antag – GALR2 antagonists in receptor-expressing cells, primary screen; Galanin receptor type 2 (Homo sapiens), O43603; antagonist mode; inhibition, % at 4 µM; 0.39% of 140,000 active; AID 828, 2007; in the data active = inhibition above about 27%;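 also: cells stimulated with galanin 1-16 at roughly its EC80; 0% = agonist challenge control and 100% = basal control without agonist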
Target sequence (O43603 whole entry, looked up): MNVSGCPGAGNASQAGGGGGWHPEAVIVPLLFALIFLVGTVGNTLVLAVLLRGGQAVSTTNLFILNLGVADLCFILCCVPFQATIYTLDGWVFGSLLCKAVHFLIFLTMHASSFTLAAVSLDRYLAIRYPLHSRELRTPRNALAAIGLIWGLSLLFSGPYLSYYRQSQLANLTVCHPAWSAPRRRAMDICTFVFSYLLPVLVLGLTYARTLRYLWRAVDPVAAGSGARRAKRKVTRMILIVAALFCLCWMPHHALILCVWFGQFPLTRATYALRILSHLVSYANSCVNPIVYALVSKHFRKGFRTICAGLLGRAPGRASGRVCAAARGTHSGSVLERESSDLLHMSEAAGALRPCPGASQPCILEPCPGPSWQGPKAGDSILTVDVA
* hit, by the source's call; nt = no result given.

nr	molecule	E-sel TNF inh	Yeast growth inh	bCat KO growth	Yeast lifespan up	MRP1 act	Measles CPE	NPY Y2 blocker	HCT116 PTEN-null	GALR2 antag	Phagocytosis inh
1	Cc1ccc(S(=O)(=O)N(Cc2cc3cc4c(cc3[nH]c2=O)OCCO4)CC2CCCO2)cc1 (centres undefined)	-23	-18	79	-11	-0.6	3	-2	85	-7	0
2	CCOC(=O)C1=C(CN2CCOCC2)NC(=O)NC1c1cc(C)ccc1C (centres undefined)	21	-20	96	-5	-3.3	7	1	94	21	0
3	CC(C)CC(c1nnnn1CCc1ccccc1)N1CCN(C(=O)c2ccco2)CC1 (centres undefined)	nt	-31	90	-1	-2.4	3	3	81	-6	0
4	Cc1nc2ccccc2c2c1C(=O)N(C)C2=O	1	66*	84	-9	-1.2	11	0	89	6	-1
5	COc1ccccc1N1CCN(C(=O)C2c3ccccc3Oc3ccccc32)CC1	nt	-30	17	-13	-3.8	2	14	15	9	3
6	Cc1ccc(N)c(C(O)(C(F)(F)F)C(F)(F)F)c1	nt	-54	92	12	0.3	13	3	90	3	0
7	COc1cc(CNC2CCCC2)cc(Cl)c1OCc1ccccc1Cl	-7	-38	1.2*	-29	-7.6	8	3	1.6*	-11	nt
8	CCCn1nc(NC(=O)c2cccs2)c2cc3ccccc3nc21	-6	-13	56	-15	-0.1	10	0	59	24	nt
9	Cc1ccc(-c2ccc(/C=N/c3ncn[nH]3)o2)cc1Cl	-25	-51	66	-15	0.0	4	2	90	-3	4
10	CCOC(=O)c1nc(-c2ccc(OC)c(OC)c2)cnc1C#N	-4	-34	84	-1	-1.4	5	1	95	2	-2
11	CCC1CCCN1Cn1cnc2c([nH]c3ccc(Cl)cc32)c1=O (centres undefined)	2	-29	75	3	-2.1	4	3	78	1	-3
12	CCOC(=O)CCCNC(=O)CCCNC(=O)C(c1ccccc1)c1ccccc1	-11	-33	97	-7	-1.1	14	-1	97	-9	nt
13	Cc1ccc(-n2c([O-])nc(-[n+]3ccccc3)c2C=O)cc1	nt	-35	83	-9	1.1	12	0	86	7	nt
14	C=CCC1CCCC(=O)N2CC[C@H](O)C12 (some centres undefined)	-17	4	102	4	-1.3	7	0	94	6	nt
15	O=C(c1ccc(Cl)cc1)c1c[nH]c(C(=O)C(Cl)(Cl)Cl)c1	-3	84*	1.8*	-22	-1.6	18	3	2.5*	9	-2
16	CC1Cc2ccccc2N1CC(=O)Nc1ccc2c(c1)OCO2 (centres undefined)	-27	-27	75	-2	-1.1	16	0	68	0	-1
17	CCOc1cc2c(cc1OCC)C(C(=O)O)C(c1cc(Br)c(O)c(OC)c1)N(C)C2=O (centres undefined)	nt	-59	93	10	-1.1	12	0	98	5	nt
18	Cc1ccc(CSC2=CS(=O)(=O)c3ccccc3N2)cc1	nt	-16	106	-14	-2.3	10	5	104	5	nt
19	Cn1nc(N)c2c(-c3ccc(Cl)cc3)c(C#N)c(N)nc21	0	-10	92	-6	-4.0	4	1	94	-3	4
20	Cc1cc(C)cc(NC(=O)Cn2c(-c3ccccc3Cl)nc3ccccc32)c1	25	-23	82	-3	-4.5	35*	7	75	-6	-8
21	COC(=O)CN1C(=S)N(c2ccc(Cl)cc2)C(=O)C1CC(=O)Nc1ccccc1 (centres undefined)	nt	-32	94	4	0.1	7	-2	96	11	-2
22	O=C(OCCCN=C1NS(=O)(=O)c2ccccc21)c1ccc(F)cc1	-8	10	96	-8	-2.7	12	1	100	-8	-2
23	COc1ccc(OC)c(N2C(=O)C(Cl)=C(N3CCOCC3)C2=O)c1	nt	-53	93	4	-1.1	4	-2	98	6	0
24	CN(CC(=O)N1CCc2ccccc2C1)S(=O)(=O)c1ccc2c(c1)c(=O)n(C)c(=O)n2C	-5	-7	97	-8	-1.9	19	4	100	6	0
25	Cc1ncc([N+](=O)[O-])n1CC(=O)NCc1ccccc1	4	-14	105	-21	-1.0	3	-1	98	-5	nt
26	O=C1CCCN1c1cc(Cl)ccc1Cl	8	-24	99	-7	-1.2	1	-1	102	-3	1
27	CCN(CC)C(=O)c1ccc2c(c1)N(Cc1ccccc1)C(=O)CS2=O (centres undefined)	19	-63	100	9	-0.4	6	3	83	11	0
28	O=C(CCc1ccc(S(=O)(=O)NC2CCCCC2)cc1)NCc1ccc(Cl)cc1	3	-79	85	-6	-0.4	20	0	86	-9	-2
29	O=C(Cc1ccc(Br)cc1)OCC(=O)c1ccc2c(c1)OCCO2	5	-34	92	-9	-1.4	2	17*	89	4	nt
30	CCC(=O)Oc1ccc(C(=O)Nc2ccc3c(c2)C(=O)N(C2CCCCC2)C3=O)cc1	3	-63	72	-12	-3.4	21	0	69	-14	0

Entries by screen from above:
Entries 21 to 26 in Yeast lifespan up read 4, -8, 4, -8, -21, -7

More results follow.
nr	molecule	E-sel TNF inh	Yeast growth inh	bCat KO growth	Yeast lifespan up	MRP1 act	Measles CPE	NPY Y2 blocker	HCT116 PTEN-null	GALR2 antag	Phagocytosis inh
31	CC(Nc1cc(N2CCN(C(=O)C(C)(C)C)CC2)ccc1[N+](=O)[O-])c1ccccc1 (centres undefined)	56	-25	59	-6	-4.7	5	6	52	-15	-1
32	COCC(C)n1c(C)cc(C(=O)CSc2cc(C)c3ccccc3n2)c1C (centres undefined)	0	-56	68	15	0.2	4	4	66	11	-6
33	O=C(Nc1cccc(F)c1)C1CCCN1S(=O)(=O)c1cccc2cccnc12 (centres undefined)	5	-12	79	-2	0.9	12	1	84	1	0
34	O=C(OCN1C(=O)c2ccccc2C1=O)c1ccccc1	-14	-16	92	-1	-0.3	4	0	96	2	2
35	CCc1ccc(C(=O)Nc2ccc(S(=O)(=O)Nc3nc(C)cc(C)n3)cc2)o1	2	13	105	-4	-1.4	28	1	105	2	6
36	COc1cc(C(=O)Nc2ccc(N(C)C)cc2)cc(OC)c1OC	nt	-41	78	-9	-1.8	15	1	68	11	0
37	Cc1cc(NC(=O)CCC(=O)N(CC(=O)NC2CCCC2)Cc2ccco2)no1	18	-29	92	-11	-0.8	2	-3	105	-2	nt
38	COc1ccc(/C=N\NC(=O)COc2ccccc2Cl)cc1Cn1nc(C)cc1C	-1	-32	93	-10	-2.1	nt	9	84	-3	1
39	Cc1ccc(S(=O)(=O)/N=C/N(C)C)cc1	nt	-3	85	0	-1.3	6	1	95	4	1
40	O=C(c1c(Cl)cccc1Cl)N1CCN(c2ccccn2)CC1	8	-21	97	-14	-1.0	16	1	94	-16	-1
41	O=C(CN1C(=O)NC2(CCCc3ccccc32)C1=O)N1CCN(C(=O)c2ccco2)CC1 (centres undefined)	nt	-40	85	-15	-1.1	3	0	97	4	4
42	OCC1CCCN(Cc2ccc(-c3ccccc3)cc2)C1 (centres undefined)	nt	-6	78	-9	-3.3	5	6	83	-7	nt
43	CC1(c2ccc3noc(-c4ccc(Cl)cc4)c3c2)OCCO1	8	3	99	-12	3.5	4	6	86	-8	2
44	Cc1cc2ccc(C)c(C)c2nc1SCC#N	19	-2	97	-17	-2.8	11	5	80	-1	1
45	COc1ccc([C@H]2[C@H](C(=O)OC(C)(C)C)N3N=Cc4ccccc4C3C23C(=O)c2ccccc2C3=O)cc1OC (some centres undefined)	nt	-11	88	38*	-3.9	16	3	72	-23	-6
46	COc1ccc(Cc2nnc3c4cnn(C)c4ncn23)cc1	-2	-10	95	-7	-0.7	3	2	92	-1	1
47	COc1ccccc1-c1cc(C(=O)NCc2ccc(Cl)cc2)no1	-9	-41	97	-5	-0.7	4	10	94	5	nt
48	CC(=O)c1ccc(OCc2cc(=O)n3ccsc3n2)cc1	13	-3	92	-4	1.0	12	-1	97	10	4
49	Cc1ccc(S(=O)(=O)N2CCN(CC(=O)Nc3ccc4c(c3)CCC4)CC2)cc1C	nt	-36	80	8	-2.1	14	4	77	1	-5
50	CNc1nc(C(=O)O)nc(N2CCOCC2)n1	15	-19	104	nt	0.0	7	4	101	-12	nt
51	CCC(NC(=O)OC(C)(C)C)C(=O)Oc1ccc2c3c(c(=O)oc2c1)CCC3 (centres undefined)	nt	-13	99	-8	0.5	4	9	101	0	-1
52	Cc1ccc(NC(=O)/C=C/c2cccc(C(F)(F)F)c2)cc1	nt	3	95	-7	1.3	5	5	87	1	-13
53	COc1cc(NC(=O)COC(=O)CNC(=O)c2ccc(C)cc2)c(C)cc1[N+](=O)[O-]	nt	-14	96	-7	1.9	18	1	98	4	2
54	CN(C)S(=O)(=O)c1ccc(Cl)c(NC(=O)COC(=O)CCSc2ccccc2)c1	-7	-10	89	1	-1.0	15	1	99	3	nt
55	Cc1occc1-c1nnc(SCC(=O)N2CCOCC2)n1CCc1ccccc1	nt	-14	91	-5	-0.8	18	-2	94	-4	-1
56	CCC1=NN(C(=O)CCc2ccccc2)C(O)(C(F)(F)F)C1 (centres undefined)	-17	-24	96	-8	1.1	13	2	103	-5	nt
57	O=C(NCc1ccccc1)c1cncc(Br)c1	nt	-25	104	-1	0.0	12	1	109	11	0
58	O=c1c2c(nc3c(-c4ccc(Cl)cc4)c[nH]n13)CCCC2	nt	-24	12	-11	-3.1	2	2	14	0	1
59	CC(=O)Nc1ccccc1Sc1ccccc1	-18	-57	98	-14	-0.5	7	2	98	-7	-1
60	CCn1c(=O)cc(SCC(=O)NCc2ccc(C)o2)c2ccccc21	nt	-12	82	-4	-3.8	2	6	91	-4	0
61	O=C(NCCc1ccccc1)/C(=N\O)c1ccccc1	nt	-26	95	-1	-1.6	10	1	94	6	-2
62	Cc1cccc(-n2c(SCC(=O)NCc3ccco3)nnc2-c2ccco2)c1	-3	-32	89	-9	-1.4	13	2	88	5	nt
63	O=C(CN1CCc2ccccc21)NC(=O)NCc1ccco1	-2	-22	80	-31	-3.9	2	0	67	0	nt
64	CC(=O)N1CCN(Cc2nc3cc(NC(=O)Cn4nc(C)c5ccccc5c4=O)ccc3n2C)CC1	10	-2	102	-9	-1.3	6	-1	103	-3	-1
65	O=C(Cc1ccccc1)N1CCC(O)(c2cccnc2)CC1	nt	-59	89	-4	-1.1	4	2	94	-5	1
66	O=c1c2cc(N3CCOCC3)ccc2[nH]c(=S)n1Cc1ccc(Cl)cc1	nt	-25	50	-1	-2.2	8	-7	49	-3	-1
67	COc1cc(C)c(NC(=S)Nc2cccc(Cl)c2)cc1OC	nt	-9	87	3	-4.3	7	0	93	-8	1
68	CC(=O)c1ccc(NC(=O)c2cnn3ccccc23)cc1	1	-31	98	-15	-1.4	9	4	111	-2	1
